Compound activity as filed in PubChem BioAssay.
Apaf1 inhib = inhibitors of human Apaf-1 apoptosome, primary screen, biochemical, DEVD-Rh110 fluorescence, uHTS. reconstituted apoptosome caspase-3 activity. 330,000 tested, 0.71% active. AID 489030, 2010. inhibition, % at 20 µM. Apoptotic protease-activating factor 1 (Homo sapiens), O14727; active = inhibition of at least 40% at 20 µM;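 note: plate controls were DMSO wells for no effect and DEVD-CHO caspase inhibitor wells for full effect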
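Material: biochemical Apaf-1 apoptosome reconstitution. Medium: Hepes buffer, pH 7.5. Also added: cytochrome c activation, bis-DEVD rhodamine 110 substrate. Timing: 30 min compound preincubation, 50 min activation, room temperature. Measured by: rhodamine 110 fluorescence at Ex 480/Em 540 nm.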
hIAP inh = human IAP inhibitors, primary screen, biochemical, luminescence, uHTS; Intestinal-type alkaline phosphatase (Homo sapiens), P09923; purified IAP, CDP-Star luminescence, 30 min; inhibition, % at 10 µM; 330,000 tested, 0.12% active;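 active = inhibition reaching a set limit with compound at 10 µM in the primary screen, cut at about 35% in these data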;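 note: plate controls were DMSO wells with enzyme for no effect and no-enzyme buffer wells for full effect; values of inactives mirror those of a sister screen read the other way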
mIAP act = activators of mouse IAP, primary screen, biochemical, luminescence, uHTS; 330,000 tested, 0.24% active; muIAP, CDP-Star luminescence, 30 min; stronger effect = higher value; 1 = vehicle-only enzyme signal, 0 = enzyme-free wells; intestinal alkaline phosphatase [Mus musculus]; activation factor at 10 µM;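 active = activation factor of at least 2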; note: the source names both 10 and 20 µM as test concentration; values of inactives mirror those of a sister screen read the other way
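also added = chemiluminescent substrate CDP-Star | test system = mouse IAP enzyme | signal = chemiluminescence readout | compound = DMSO-dissolved test compounds | incubation = 30 min at room temperature | benchmarks = DMSO wells, no-enzyme wells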
tim10-1 inh = growth inhibitors of tim10-1 mutant yeast, primary screen, luminescence, uHTS | S. cerevisiae tim10-1 ts strain growth, BacTiter-Glo, 24 h | inhibition, % at 20 µM | 330,000 tested, 2.2% active;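 active = inhibition of at least 40%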;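 note: mutant grown at 25 °C; 0% = DMSO wells with yeast and 100% = wells holding no yeast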
ATG4B inh = ATG4B protease inhibitors, primary screen, biochemical, fluorescence, uHTS | 340,000 tested, 0.51% active | ATG4B cleavage of LC3-PLA2, NBD-HPC fluorescence, 1 h | inhibition, % at 8.33 µM | Cysteine protease ATG4B (Homo sapiens), Q9Y4P1; in the data active = inhibition above about 40%
NLRP3 yeast inh = NALP3 inflammasome inhibitors in reconstituted yeast, primary screen, luminescence, uHTS | 330,000 tested, 0.39% active | inhibition, % at 10 µM | Yeast reconstituted NLRP3/ASC/caspase-1, beta-gal luminescence, 24 h;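 active = inhibition of 50% or more; inactive = inhibition below 50%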;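 note: plate controls were induced DMSO wells for no effect and uninduced yeast grown without galactose for full effect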
hIAP act = human IAP activators, primary screen, biochemical, luminescence, uHTS | AID 2524, 2010 | activation factor at 10 µM | 330,000 tested, 0.16% active | Intestinal-type alkaline phosphatase (Homo sapiens), P09923 | purified human IAP, CDP-Star luminescence, 30 min; stronger effect = higher value; 1 = vehicle-only enzyme, 0 = enzyme-free background;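 active = activation factor of the enzyme at least 2-fold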; note: the source names both 10 and 20 µM as test concentration; values of inactives mirror those of a sister screen read the other way
mIAP block = inhibitors of mouse IAP, primary screen, biochemical, luminescence, uHTS. 330,000 tested, 0.2% active. purified mouse IAP, CDP-Star luminescence, 30 min. AID 2806, 2010. inhibition, % at 10 µM;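 active = inhibition of at least 40% at 10 µM in the primary screen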;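 note: plate controls were DMSO with enzyme for no effect and no enzyme wells for full effect; values of inactives mirror those of a sister screen read the other way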
TIM10 inh = growth inhibitors of isogenic TIM10 control yeast, primary screen, counter-screen for tim10-1 yeast inhibitor project, luminescence, uHTS. 330,000 tested, 1.4% active. inhibition, % at 10 µM. AID 463195, 2010. S. cerevisiae TIM10 strain growth, BacTiter-Glo luminescence, 24 h;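 active = inhibition of 40% or more at the single tested concentration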;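 note: wild-type TIM10 isogenic control strain grown at permissive 25 °C; 0% = DMSO yeast wells and 100% = minimal medium wells without yeast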
Starred values were filed as active, the others as inactive.

Nc1cc(=O)[nH]c(SCC(=O)Nc2nc3ccc([N+](=O)[O-])cc3s2)n1 was read as Apaf1 inhib -3, hIAP inh 7, mIAP act 0.79, tim10-1 inh 1, NLRP3 yeast inh 8, hIAP act 0.93, mIAP block 21 and TIM10 inh -3.
Screening O=C(CSc1nc2ccccc2c(=O)[nH]1)N1CCCCCC1 returned Apaf1 inhib -2, hIAP inh -4, mIAP act 0.76, tim10-1 inh 8, ATG4B inh -10, NLRP3 yeast inh 1, hIAP act 1, mIAP block 24 and TIM10 inh -2.
`COC(=O)c1oc2c(c1C)C1(CCC2)SCCS1` gave Apaf1 inhib 10, hIAP inh -2, mIAP act 0.95, tim10-1 inh 16, ATG4B inh -5, NLRP3 yeast inh -3, hIAP act 1, mIAP block 5 and TIM10 inh 16.
`CC(=O)c1c(C)[nH]c(C(=O)CSc2nnc(C3CCCCC3)n2N)c1C` gave Apaf1 inhib 1, hIAP inh -3, mIAP act 0.91, tim10-1 inh 8, ATG4B inh -26, NLRP3 yeast inh -7, hIAP act 1, mIAP block 9 and TIM10 inh 9.
CSc1ncccc1C(=O)OCC(=O)Nc1ccc(C)c(S(=O)(=O)N2CCOCC2)c1 was read as Apaf1 inhib 4, hIAP inh -2, mIAP act 0.96, tim10-1 inh -11, ATG4B inh -17, NLRP3 yeast inh -9, hIAP act 1, mIAP block 4 and TIM10 inh -12.
For COC(=O)c1cccc(NC(=O)C2COc3ccccc3O2)c1 (centres undefined) the results were Apaf1 inhib 11, hIAP inh -4, mIAP act 1.1, tim10-1 inh 17, ATG4B inh 5, NLRP3 yeast inh 9, hIAP act 1, mIAP block -6 and TIM10 inh 21.
Screening Cc1nn(Cc2ccccc2Cl)c2sc(C(=O)Nc3nccs3)cc12 returned Apaf1 inhib 14, hIAP inh 10, mIAP act 0.87, tim10-1 inh 15, ATG4B inh 30, NLRP3 yeast inh 1, hIAP act 0.9, mIAP block 13 and TIM10 inh 14.
CC(=O)Nc1c2c(nn1-c1cccc(Cl)c1)CS(=O)C2 (centres undefined) was read as Apaf1 inhib 0, hIAP inh 2, mIAP act 1, tim10-1 inh 10, ATG4B inh 3, NLRP3 yeast inh 1, hIAP act 0.98, mIAP block -1 and TIM10 inh 9.
Screening NNS(=O)(=O)c1ccc2c(c1)Cc1cc(S(=O)(=O)NN)ccc1-2 returned Apaf1 inhib 8, hIAP inh -21, mIAP act 1, tim10-1 inh 15, ATG4B inh 3, NLRP3 yeast inh 4, hIAP act 1.2, mIAP block -5 and TIM10 inh -6.
For COC(=O)c1ccc(C2C(C#N)=C(N)Oc3cc(N)ccc32)cc1 (centres undefined) the results were Apaf1 inhib -7, hIAP inh -6, mIAP act 0.97, tim10-1 inh 12, ATG4B inh -4, NLRP3 yeast inh 6, hIAP act 1.1, mIAP block 3 and TIM10 inh 5.
Screening COc1ccc(S(=O)(=O)N2CC(=O)Nc3ccccc32)cc1F returned Apaf1 inhib 0, hIAP inh 10, mIAP act 1.1, tim10-1 inh -4, ATG4B inh -3, NLRP3 yeast inh 22, hIAP act 0.91, mIAP block -8 and TIM10 inh 7.
Screening CC1CCC(NC(=O)c2ccc(NS(=O)(=O)c3ccc4[nH]c(=O)[nH]c4c3)cc2)CC1 (centres undefined) returned Apaf1 inhib 1, hIAP inh -12, mIAP act 0.93, tim10-1 inh -13, ATG4B inh -10, NLRP3 yeast inh 16, hIAP act 1.1, mIAP block 7 and TIM10 inh -1.
`Cc1nc(Cl)sc1C(=O)NC(C)c1ccc(Cl)cc1` (centres undefined) gave Apaf1 inhib -9, hIAP inh 4, mIAP act 1.1, tim10-1 inh 5, ATG4B inh -3, NLRP3 yeast inh 7, hIAP act 0.96, mIAP block -8 and TIM10 inh -21.
For COc1ccc(CN(C)CC(=O)c2c(N)n(Cc3ccccc3)c(=O)n(C)c2=O)c(OC)c1 the results were Apaf1 inhib 3, hIAP inh 15, mIAP act 1.1, tim10-1 inh 18, ATG4B inh -1, NLRP3 yeast inh 0, hIAP act 0.85, mIAP block -8 and TIM10 inh 24.
Screening O=C1C=C(c2ccccc2)OC(=O)C1C(=O)c1ccccc1 (centres undefined) returned Apaf1 inhib -1, hIAP inh 17, mIAP act 1, tim10-1 inh -6, ATG4B inh -3, NLRP3 yeast inh 13, hIAP act 0.83, mIAP block -4 and TIM10 inh -9.
For Cc1cccnc1CN1CCN(Cc2nc(Cc3cccc(F)c3)no2)CC1 the results were Apaf1 inhib 0, hIAP inh -1, mIAP act 1, tim10-1 inh 4, ATG4B inh -6, NLRP3 yeast inh -5, hIAP act 1, mIAP block -3 and TIM10 inh 6.
`COc1ccccc1C(=O)NCC(=O)OC(C)C(=O)NC1CCCCC1C` (centres undefined) gave Apaf1 inhib -1, hIAP inh 2, mIAP act 1.1, tim10-1 inh 6, ATG4B inh 2, NLRP3 yeast inh 0, hIAP act 0.98, mIAP block -10 and TIM10 inh 8.
Cc1nn(-c2ccccc2)c2c1C1(C(=O)N(C(C)C)c3ccccc31)C(C#N)=C(N)O2 (centres undefined) was read as Apaf1 inhib 23, hIAP inh -10, mIAP act 0.89, tim10-1 inh 28, ATG4B inh -17, NLRP3 yeast inh -2, hIAP act 1.1, mIAP block 11 and TIM10 inh 27.
O=C(CCSc1ccccc1)NCCN1CCOCC1 was read as Apaf1 inhib -2, hIAP inh 10, mIAP act 0.82, tim10-1 inh 4, ATG4B inh -10, NLRP3 yeast inh 12, hIAP act 0.9, mIAP block 18 and TIM10 inh 7.
`Cc1cc(OCc2cc(C(=O)N3CCCCCC3)no2)cc(C)c1Cl` gave Apaf1 inhib 33, hIAP inh 10, mIAP act 1, tim10-1 inh 24, ATG4B inh 16, NLRP3 yeast inh 13, hIAP act 0.9, mIAP block -2 and TIM10 inh -7.
N/C(=N\OC(=O)CCCc1ccccc1)c1cccnc1 was read as Apaf1 inhib -3, hIAP inh -7, mIAP act 1.1, tim10-1 inh 25, ATG4B inh -3, NLRP3 yeast inh 24, hIAP act 1.1, mIAP block -9 and TIM10 inh -9.
Screening O=C(Nc1cc2ccccc2oc1=O)c1ccccc1 returned Apaf1 inhib 1, hIAP inh 11, mIAP act 0.88, tim10-1 inh 16, ATG4B inh 2, NLRP3 yeast inh 60*, hIAP act 0.89, mIAP block 12 and TIM10 inh 13.
For COc1ccc2cc(OCC(=O)NNC(=O)Nc3ccc(C(C)=O)cc3)ccc2c1 the results were Apaf1 inhib 21, hIAP inh -41, mIAP act 0.88, tim10-1 inh 1, ATG4B inh -7, NLRP3 yeast inh 45, hIAP act 1.4, mIAP block 12 and TIM10 inh 6.
For Cc1ccc(S(=O)(=O)Nc2c(C)[nH]c(=O)[nH]c2=O)cc1C the results were Apaf1 inhib -1, hIAP inh -5, mIAP act 0.98, tim10-1 inh 8, ATG4B inh 8, NLRP3 yeast inh 10, hIAP act 1, mIAP block 2 and TIM10 inh -11.
CCN(c1ccccc1)S(=O)(=O)c1ccc(OC)c(NC(=O)c2ccccc2OC)c1 was read as Apaf1 inhib 13, hIAP inh 3, mIAP act 1, tim10-1 inh 11, ATG4B inh -2, NLRP3 yeast inh 10, hIAP act 0.97, mIAP block -5 and TIM10 inh 2.
`O=C(CSc1nnnn1Cc1ccccc1)NC1CCCCC1` gave Apaf1 inhib -2, hIAP inh 2, mIAP act 0.99, tim10-1 inh 25, ATG4B inh -3, NLRP3 yeast inh -1, hIAP act 0.98, mIAP block 1 and TIM10 inh -11.
Screening CCOC(=O)c1cccc(NC(=O)CCNS(=O)(=O)c2cc(Br)cnc2N)c1 returned Apaf1 inhib 2, hIAP inh -8, mIAP act 0.99, tim10-1 inh 0, ATG4B inh -14, NLRP3 yeast inh 12, hIAP act 1.1, mIAP block 1 and TIM10 inh -9.
For CCOC(=O)C1CCCN(C(=O)c2cc(-c3ccccc3)on2)C1 (centres undefined) the results were Apaf1 inhib -27, hIAP inh 3, mIAP act 1, tim10-1 inh 7, ATG4B inh -6, NLRP3 yeast inh 31, hIAP act 0.97, mIAP block -1 and TIM10 inh 0.
Screening COc1ccc(S(=O)(=O)N2CCc3ccccc32)cc1C(=O)NCCc1ccccn1 returned Apaf1 inhib -8, hIAP inh -16, mIAP act 1, tim10-1 inh 13, ATG4B inh -7, NLRP3 yeast inh 6, hIAP act 1.2, mIAP block -4 and TIM10 inh -7.
Cc1nc2ccc(S(=O)(=O)NCC(=O)N3CCOCC3)cc2s1 was read as Apaf1 inhib -5, hIAP inh -9, mIAP act 0.94, tim10-1 inh 4, ATG4B inh 4, NLRP3 yeast inh 2, hIAP act 1.1, mIAP block 6 and TIM10 inh -3.

3 structures from above, arranged by molar mass, ascending:
Screening O=C(Nc1cc2ccccc2oc1=O)c1ccccc1 returned Apaf1 inhib 1, hIAP inh 11, mIAP act 0.88, tim10-1 inh 16, ATG4B inh 2, NLRP3 yeast inh 60*, hIAP act 0.89, mIAP block 12 and TIM10 inh 13.
O=C(CCSc1ccccc1)NCCN1CCOCC1 was read as Apaf1 inhib -2, hIAP inh 10, mIAP act 0.82, tim10-1 inh 4, ATG4B inh -10, NLRP3 yeast inh 12, hIAP act 0.9, mIAP block 18 and TIM10 inh 7.
For COc1ccc2cc(OCC(=O)NNC(=O)Nc3ccc(C(C)=O)cc3)ccc2c1 the results were Apaf1 inhib 21, hIAP inh -41, mIAP act 0.88, tim10-1 inh 1, ATG4B inh -7, NLRP3 yeast inh 45, hIAP act 1.4, mIAP block 12 and TIM10 inh 6.

Further results:
CNCCOc1nc(N2CCOCC2)nc(C)c1[N+](=O)[O-] was read as Apaf1 inhib -2, hIAP inh -10, mIAP act 0.94, tim10-1 inh 2, ATG4B inh -7, NLRP3 yeast inh -6, hIAP act 1.1, mIAP block 6 and TIM10 inh 2.
CC1CCCCC12NC(=O)N(Cn1nnc3ccccc3c1=O)C2=O (centres undefined) was read as Apaf1 inhib -16, hIAP inh 10, mIAP act 1, tim10-1 inh -9, ATG4B inh 0, NLRP3 yeast inh -5, hIAP act 0.9, mIAP block -1 and TIM10 inh -5.
COc1ccccc1Oc1ccc(N2CC(C(=O)OCC(=O)c3ccc(F)cc3)CC2=O)cc1 (centres undefined) was read as Apaf1 inhib 25, hIAP inh -32, mIAP act 0.99, tim10-1 inh 37, ATG4B inh -5, NLRP3 yeast inh 9, hIAP act 1.3, mIAP block 1 and TIM10 inh 20.
`CCCCCCCCCOC(=O)C(CC(=O)O)N1CCOCC1` (centres undefined) gave Apaf1 inhib 2, hIAP inh 4, mIAP act 0.99, tim10-1 inh 42*, ATG4B inh 2, NLRP3 yeast inh 20, hIAP act 0.96, mIAP block 1 and TIM10 inh 50*.
`COc1ccc(C(=O)Nc2ccccc2-c2nnn(CC(=O)Nc3ccc4c(c3)OCCO4)n2)cc1` gave Apaf1 inhib 10, hIAP inh 20, mIAP act 1.3, tim10-1 inh 4, ATG4B inh 5, NLRP3 yeast inh -3, hIAP act 0.8, mIAP block -32 and TIM10 inh -30.
`N/C(=N\OC(=O)c1csnn1)c1ccc(C(F)(F)F)cc1` gave Apaf1 inhib -11, hIAP inh 8, mIAP act 0.88, tim10-1 inh 13, ATG4B inh -3, NLRP3 yeast inh 14, hIAP act 0.92, mIAP block 12 and TIM10 inh 17.
